IL-2 act: qHTS of IL-2 Activators | IL-2 activation reporter assay, cell-based qHTS; stimulated with anti-CD3/CD4/CD28 beads; in transgenic mouse T cells | activation, % (series mostly up to about 46 µM) | hit rate 0.065% among 360,000; in the data active means activation above about 50%; inconclusive means mostly about 30% to 49%; further: 0% is about no effect
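Unstimulated transgenic mouse T cells; 60-min compound exposure; bead-based TCR/CD4/CD28 stimulation; 18 h culture, 37 degrees C; dual fluorescence (EGFP, DsRed) plate cytometry.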
HEK293 tox: qHTS of GLP-1 Receptor Inverse Agonists: Cytotox Screen | HEK293 cAMP-luciferase reporter cells, luminescence, 24 h | Potency, µM (titrated, usually from 38.3 µM), inactives show at the top dose activity change, negative = inhibition, actives largely listed as inhibitors | hit rate 0.13% among 410,000;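 further: loss of luciferase light is scored as toxicity; potency means the concentration at half of the fitted maximal effect; on the % scale 0 is the no-effect control and ±100 the full control effect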
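Step one: seed cells (200 cells/uL, DMEM with 10% Nu serum, 1% pen-strep). Step two: 12-hour incubation at 37 deg C. Step three: pin 23 nL compound, incubate 24 hr. Step four: add luciferase reagent, read luminescence 12 min later.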
PTHR1 ag: qHTS for PTHR1 Agonists: Primary Screen; Parathyroid hormone/parathyroid hormone-related peptide receptor (Homo sapiens), Q03431; HEK293 GP2 PTHR1 cells, GloSensor cAMP luminescence, 1 h; Potency, µM (highest dose often 115 µM), for inactives: top-dose activation, usual class: activators; hit rate 0.075% among 410,000; AID 743266, 2014; further: potency means the concentration at half of the fitted maximal effect; nearly all actives have a fitted effect of over 55% in size; some results filed as inactive show a strong effect at the top dose; inactives centre near -15; many of its hits are not listed in these tables
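HEK-293-derived GP2 cells expressing PTHR1 and a GloSensor cAMP reporter, 3,000/well, plated overnight, given luciferin plus IBMX (each 0.5 mM as added) for 1 h at 37 °C, then compound for 1 h at 37 °C. Luminescence was read after 15 min at room temperature.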
EPAC1 antag: qHTS for Antagonist of cAMP-regulated guanine nucleotide exchange factor 3 (EPAC1): primary screen; EPAC1 GEF assay, Rap1b-BODIPY-GDP exchange fluorescence; Potency, µM (highest dose often 115 µM), for the others: at the highest dose activity change, negative = inhibition, hits mostly inhibitors; hit rate 0.14% among 360,000;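 further: potency means the concentration at half of the fitted maximal effect; plate controls were vehicle for no effect and positive control for full effect; nearly all actives have a fitted effect of over 50% in size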
PLK1 PBD block: qHTS for Inhibitors of PLK1-PDB (polo-like kinase 1 - polo-box domain): Primary Screen | Plk1 PBD binding of FITC phosphopeptide, fluorescence polarization | AID 720504, 2013 | Serine/threonine-protein kinase PLK1 (Homo sapiens), P53350 | hit rate 2.8% among 360,000 | Potency, µM, for inactives: max response, negative = inhibition, usual class: inhibitors; further: potency means the concentration at half of the fitted maximal effect; series mostly up to about 57 µM; on the % scale 0 is the no-effect control and ±100 the full control effect; nearly all actives have a fitted effect of over 65% in size
Target sequence (P53350 whole entry, looked up, the tested form may be a part): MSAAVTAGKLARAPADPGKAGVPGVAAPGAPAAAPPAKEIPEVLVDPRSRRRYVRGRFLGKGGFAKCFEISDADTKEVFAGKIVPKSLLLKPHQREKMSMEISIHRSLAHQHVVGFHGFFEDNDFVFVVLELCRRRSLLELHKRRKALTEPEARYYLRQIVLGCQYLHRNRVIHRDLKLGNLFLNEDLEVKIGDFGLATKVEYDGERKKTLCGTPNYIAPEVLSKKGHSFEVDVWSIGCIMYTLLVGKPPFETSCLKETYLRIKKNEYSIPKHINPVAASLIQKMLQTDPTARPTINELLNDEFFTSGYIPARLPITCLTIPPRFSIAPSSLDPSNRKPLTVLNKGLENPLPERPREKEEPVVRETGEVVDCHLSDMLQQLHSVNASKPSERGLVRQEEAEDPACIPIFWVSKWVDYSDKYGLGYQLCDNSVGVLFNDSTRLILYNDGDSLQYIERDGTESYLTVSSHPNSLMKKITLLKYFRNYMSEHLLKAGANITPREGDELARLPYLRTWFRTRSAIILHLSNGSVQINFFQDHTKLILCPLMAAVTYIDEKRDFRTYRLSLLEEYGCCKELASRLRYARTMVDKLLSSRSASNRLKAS
PI5P4Ka inh: qHTS for Inhibitors of phosphatidylinositol 5-phosphate 4-kinase (PI5P4K). PI5P4Kalpha enzyme, ADP-Glo luminescence, 60 min; active compounds read low. max response, %. hit rate 1.2% among 330,000; active means max response of -50% or lower; inconclusive means between -30% and -50%; inactive means -30% or higher; further: value at the top dose of about 77 µM; on the % scale 0 is the no-effect control and ±100 the full control effect
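Luminescence from ADP-Glo served as readout of PI5P4Kalpha activity in a qHTS format. Reaction: enzyme, substrate, compound, ATP at 5 microM final, 60 min at RT.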
EPAC1 agonist: qHTS for Agonist of cAMP-regulated guanine nucleotide exchange factor 3 (EPAC1): primary screen. Rap guanine nucleotide exchange factor 3 (Homo sapiens), O95398. EPAC1 agonist qHTS, biochemical assay; response scale: 100% = response to 6.5 mM cAMP. Potency, µM (highest dose often 154 µM), without a hit: top-dose activation, actives largely listed as activators. hit rate 0.073% among 360,000. AID 720707, 2013; further: potency means the concentration at half of the fitted maximal effect; nearly all actives have a fitted effect of over 60% in size
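Compounds were pinned as a concentration titration into mixtures of EPAC1 (100 nM), BODIPY-GDP-loaded Rap1B (250 nM) and GDP (50 uM). After 5 min at room temperature, fluorescence was followed for 30 min; activity was scaled to 6.5 mM cAMP.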
GLP-1R inv ag: qHTS of GLP-1 Receptor Inverse Agonists (Inhibition Mode); Glucagon-like peptide 1 receptor (Homo sapiens), P43220; Potency, µM (top dose mostly 38.3 µM), for inactives: at the highest dose activity change, negative = inhibition, most hits filed as inhibitors; HEK293 GLP-1R CRE-luciferase, luminescence, 24 h; GLP-1R form is constitutively active; AID 624417, 2012; hit rate 1.6% among 410,000; further: potency means the concentration at half of the fitted maximal effect; on the % scale 0 is the no-effect control and ±100 the full control effect; nearly all actives have a fitted effect of over 55% in size
Target sequence (P43220 whole entry, looked up): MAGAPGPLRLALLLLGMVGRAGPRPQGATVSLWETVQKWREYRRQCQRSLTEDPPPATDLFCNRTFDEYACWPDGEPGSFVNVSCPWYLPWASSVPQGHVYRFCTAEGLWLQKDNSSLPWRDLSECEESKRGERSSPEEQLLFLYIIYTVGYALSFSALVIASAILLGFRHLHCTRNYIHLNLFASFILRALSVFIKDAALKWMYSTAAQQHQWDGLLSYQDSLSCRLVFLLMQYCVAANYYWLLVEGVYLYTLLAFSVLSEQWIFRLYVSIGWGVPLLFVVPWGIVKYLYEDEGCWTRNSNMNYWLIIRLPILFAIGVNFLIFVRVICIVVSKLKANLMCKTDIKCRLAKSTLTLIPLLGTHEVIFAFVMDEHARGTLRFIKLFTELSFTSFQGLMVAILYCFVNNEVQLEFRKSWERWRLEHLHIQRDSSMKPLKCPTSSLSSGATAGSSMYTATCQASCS
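Stable HEK293 clone (constitutively active GLP-1R + cAMP-response luciferase); 200 cells/uL plated, 12 h pre-culture, compound 24 hr, 37 deg C/5% CO2; detection reagent 12 min RT; luminescence.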
GLP-1R agonist: qHTS of GLP-1 Receptor Agonists; HEK293 GLP-1R CRE-luciferase, luminescence, 4-6 h; cells express a hypersensitive GLP-1R form; Potency, µM (highest dose often 45.6 µM), inactives show at the top dose activation, most hits filed as activators; AID 624172, 2012; Glucagon-like peptide 1 receptor (Homo sapiens), P43220; hit rate 0.007% among 380,000; further: potency means the concentration at half of the fitted maximal effect; % of control where 0% means no effect
The depositor's hits bear a star; i = inactive; ? = inconclusive; . = no result given; & = joins results of further samples; [ ] = dose if it differs, or a comment. Unless noted, the call rests on the fitted dose curve; in most records, active means well fitted curve in the direction sought with a large enough effect; inconclusive means small, poorly fitted or top-dose-only effect, or another doubt; inactive means no such curve, though single readings can be large; an effect the other way counts as inactive or inconclusive. The list is partial, so the mix of outcomes need not match the whole.

SMILES	IL-2 act	HEK293 tox	PTHR1 ag	EPAC1 antag	PLK1 PBD block	PI5P4Ka inh	EPAC1 agonist	GLP-1R inv ag	GLP-1R agonist
CCOc1ccc(OCCC(=O)OCC(=O)c2c(N)n(CC(C)C)c(=O)n(C)c2=O)cc1	-2.0	8%	-14%	-7%	-3%	-3	7%	10%	3%
CC(=O)c1ccc(NC(=O)c2cc(Cl)sc2Cl)cc1	0.2	-15%	-18%	9%	1%	-5	-2%	-2%	4%
Cc1ccc(NC(=O)COC(=O)c2ccccc2Cl)cc1S(=O)(=O)N(C)C	2.0	6%[0.307 µM]	-22%	?	1%	1	14%	-3%[0.307 µM]	1%
COC(=O)CNC(=O)C1Nc2ccc(OC(F)(F)F)cc2C2C=CCC12 (stereo not drawn)	1.4	6%	-16%	-13%	-2%	3	0%	15%	-6%
Cc1nonc1OC(C)CNCCNc1ccc([N+](=O)[O-])cc1 (stereo not drawn)	2.1	?	i	1%	-3%	15	8%	-28%	7%
CC(C)Cc1csc(=S)[nH]1	-0.6	2%	i	5%	?	-2	7%	0%	8%
Cc1ccc(NC(=O)C2=C(C(=O)O)CCCC2)cc1Br	-0.4	-1%	i	-1%	-7%	1	3%	11%	3%
CCN(CC(=O)NCc1ccc(Cl)cc1)C(=O)CCc1ccccc1O	-0.5	-5%	-2%	-26%	-11%	2	-5%	?	4%
COCCNc1nc2cc(-c3ccc(F)cc3)sc2c(=O)n1C	-0.6	4%	-55%[inhibitor]	-19%	-7%	2	4%	-7%	12%
COc1ccc2c(=O)c(-c3ccc4c(c3)OCO4)coc2c1	-0.3	-3%	-87%	0%	5%	0	13%	11%	10%
O=C(NCc1ccco1)c1ccc(-c2cccc(Cl)c2)o1	1.9	0%	i	-10%	-7%	-18	-13%	-9%	14%
Cc1nc(N2CCC(C(N)=O)CC2)c2nnn(Cc3ccccc3)c2n1	0.3	-1%	-1%[57.5 µM]	0%	-4%	.	-2%	0%	14%
CCC(C)Sc1ccc(-c2nc3ccccn3c2NCc2ccccc2)cc1OC (stereo not drawn)	-3.5	-6%	-95%[inhibitor]	-23%	3%	-2	-26%	-4%	-3%
CC(C)C1C(=O)N(Cc2cn(CCC3OCCO3)nn2)CCS(=O)(=O)N1Cc1ccc(-c2ccc(F)cc2)cc1 (stereo not drawn)	-0.8	-10%	-66%[inhibitor]	-5%	-6%	7	0%	?	1%
CN(CCCNC(=O)C1CCCN(S(=O)(=O)c2cnc[nH]2)C1)c1ccccc1 (stereo not drawn)	-1.1	0%	i	-1%	-2%	0	-3%	8%	0%
CCCNc1c(NS(=O)(=O)c2cccc(C#N)c2)c(=O)oc2ccccc12	1.4	-4%	i	-7%	-11%	3	-3%	-12%	-5%
Cn1c2ccccc2c2c(C(=O)N3CCN(c4ccccc4)CC3)cn(C3CCCC3)c(=O)c21	0.4	0%	i	?	-9%	3	?	?	2%
Cc1nn(C)c(Cl)c1NC(=O)OCc1ccccc1	-1.1	5%	-16%	10%	0%	-5	3%	4%	0%
CCCCOC(=O)Cc1c(O)c2ccccc2[nH]c1=O	0.1	-15%	i	10%	-3%	-4	-6%	4%	-13%
Cn1c(SCC(=O)c2cc3ccccc3o2)nnc1-c1ccccc1	1.3	-17%	0%	3%	?	-14	-6%	-6%	-1%

Three entries out of the list above, arranged by the value under PLK1 PBD block, falling:
smiles	IL-2 act	PTHR1 ag	EPAC1 antag	PLK1 PBD block	PI5P4Ka inh	EPAC1 agonist	GLP-1R inv ag	GLP-1R agonist
Cc1ccc(NC(=O)COC(=O)c2ccccc2Cl)cc1S(=O)(=O)N(C)C	2.0	-22%	?	1%	1	14%	-3%[0.307 µM]	1%
COCCNc1nc2cc(-c3ccc(F)cc3)sc2c(=O)n1C	-0.6	-55%[inhibitor]	-19%	-7%	2	4%	-7%	12%
CCCNc1c(NS(=O)(=O)c2cccc(C#N)c2)c(=O)oc2ccccc12	1.4	i	-7%	-11%	3	-3%	-12%	-5%

(list continues)
SMILES	IL-2 act	HEK293 tox	PTHR1 ag	EPAC1 antag	PLK1 PBD block	PI5P4Ka inh	EPAC1 agonist	GLP-1R inv ag	GLP-1R agonist
CCCS(=O)(=O)NC(=O)C1(C)CCN(C(=O)Cc2cccc3ccccc23)C1 (stereo not drawn)	0.8	2%	-4%	8%	-6%	0	12%	26%	0%
COc1ccc(N2CCN(C(=O)Cn3nnc(-c4ccc(OC)c(OC)c4)n3)CC2)cc1	-1.9	-17%	-20%[57.5 µM]	7%	-3%	.	-8%	-9%	-3%
COc1ccc(S(=O)(=O)Nc2cccc3c2O[C@H](CN(C)C(=O)NC(C)C)[C@@H](C)CN([C@H](C)CO)C3=O)cc1	-0.4	1%	14%	?	-1%	4	-13%	13%	-2%
O=[N+]([O-])c1cccc(-c2nnc(-c3ccc4c(c3)OCO4)o2)c1	-1.9	-1%	-29%	3%	-8%	-19	9%	62%[activator]	5%
O=C(NCc1ccc(Cl)cc1)C1CCN(S(=O)(=O)c2ccc(F)cc2)CC1	0.4	5%&5%	-66%&-47%[inhibitor]	-27%	-14%	3	9%	?	6%
CCC(=O)c1ccc(OCC(=O)NCCc2ccccn2)cc1	-0.7	-3%	i	-4%	2%	8	-6%	18%	-4%
O=C(NNC1=NCCCCC1)c1cccc([N+](=O)[O-])c1	1.9	0%	4%	3%	-13%	0	7%	-4%	8%
C=CCn1c(=S)[nH]c2nc3c(cc2c1=O)CCCC3	-3.2	12%	29%	-9%	-9%	.	10%	151%[activator]	27%
Cc1sc2ncn(-c3ccccc3)c(=O)c2c1C	-1.6	-11%	i	0%	-9%	3	10%	38%[activator]	7%
COc1ccc(C(=O)NCC2(c3ccccc3)CCOCC2)cc1	1.0	-1%	-14%	3%	2%	-7	-2%	-3%	15%
COc1ccc(CCNC(=O)CCNC(=O)c2ccc(Cl)cc2)cc1OC	-0.4	-12%	i	-13%	4%	7	-14%	25%	0%
CCO[C@@H]1OC(C(=O)O)=C[C@H](C2CCCCC2)[C@H]1CCCO	1.0	18%	-10%	-7%	-5%	-5	-1%	-9%	-8%
CCNC(=S)N1CCN=C1Nc1nc(C)cc(C)n1	0.3	-7%[7.66 µM]	i	2%	3%	-4	5%	12%[7.66 µM]	8%
COc1ccc(C(=O)NCCN2C(=O)S/C(=C\c3cccnc3)C2=O)cc1[N+](=O)[O-]	-0.4	-5%	-9%	11%	-21%	3	16%	9%	21%
CC(=O)Cn1cnc2sc(-c3ccccc3)cc2c1=O	-1.5	-18%	-32%[inhibitor]	-5%	-2%	-15	3%	-1%	-5%
CCCCOc1ccc(C(=O)NN2CCOCC2)cc1	-0.5	6%	i	-6%	1%	3	-6%	8%	-2%
CC(=O)Nc1ccc(NC(=O)C(C)OC(=O)CCCOc2ccc(Cl)cc2C)cc1 (stereo not drawn)	0.8	-7%	-5%	-8%	1%	7	-7%	?	8%
COc1ccc(OC)c(C2CC(=O)N3CN(c4ccc(C)c(Cl)c4)CSC3=C2C#N)c1 (stereo not drawn)	-2.5	1%	i	?	?	-102*	-2%	-6%	5%
COCC(=O)Nc1cccc(C(F)(F)F)c1	-3.4	-20%	i	-3%	?	1	2%	1%	-7%
Cc1cc(=O)c(C(=O)Nc2cccc(N3CCCC3=O)c2)nn1-c1ccccc1F	0.1	1%	-23%	4%	-10%	0	9%	15%	9%
CCN1C(=O)C(=O)N(CC(=O)Nc2ccccc2OC(F)F)C1=O	1.5	-17%	i	0%	-2%	0	1%	14%	0%
Cc1ccc(S(=O)(=O)Nc2ccccc2-c2ccccc2)cc1	0.1	-19%	-26%	-8%	2%	.	21%	?	5%
O=C(CSC1=NS(=O)(=O)c2cc(Cl)ccc2N1)NCCc1ccccc1	-5.1	-5%	-20%	-19%	-11%	2	4%	-15%	2%
COc1cc(CCCN2C(=O)C(=O)NC[C@@H]2C(C)O)cc(OC)c1OC (stereo partly drawn)	0.8	0%	i	5%	-2%	-7	0%	16%	6%
Cc1ccc(S(=O)(=O)n2nc(C)cc2C)cc1	-4.0	-4%	i	-5%	-7%	.	0%	5%	0%
CC(=O)Nc1ccc(S(=O)(=O)N2CCCCC2C(=O)O)cc1 (stereo not drawn)	-1.9	-12%	-18%	-26%	-14%	-5	-1%	-7%	-4%
COc1ccc(C(=O)CSc2nc(C)cc(C)n2)cc1[N+](=O)[O-]	0.2	-1%	-10%	8%	0%	-3	0%	25%	24%
COc1cc(C2(C)SCCCS2)cc(OC)c1OC	-0.5	16%	i	-6%	-3%	-7	-11%	26%	1%
COc1ccc(CNS(=O)(=O)c2cccc(S(=O)(=O)N3CCOCC3)c2)cc1	-1.2	-2%	i	5%	-9%	.	-2%	-1%	-6%
CC(C)(C)OC(=O)C[C@H]1C/C=C\C[C@H](CC(=O)N(CCO)Cc2ccccc2)C(=O)NCCOC1=O	0.0	6%	-13%	11%	-10%	0	-16%	-4%	-1%
CNc1nc(N/N=C/c2ccc([N+](=O)[O-])cc2)nc(Nc2ccccc2)n1	-0.1	?	i	-14%	27µM*	-19	17%	?	-1%
CC(=O)Nc1ccc(OCC(=O)c2cc(C)ccc2C)cc1	0.1	-3%	i	-6%	0%	-2	5%	2%	2%
COc1cccc(C(=O)NCc2ccc(N3CCN(C(=O)OC(C)(C)C)CC3)cc2)c1	0.7	-8%	-18%[57.5 µM]	-3%	-3%	4	-23%	22%	-4%
COc1ccc(S(=O)(=O)N2CCOC2CNC(=O)C(=O)NCC(C)C)cc1OC (stereo not drawn)	-2.8	4%	i	3%	-11%	0	4%	18%	2%
